# PTEN del growth: PTEN-deleted cell growth suppression | HCT116 PTEN-null viability, CellTiter-Glo, 60 h; hits give low values | viability, % at 10 µM | 1.2% of 140,000 active;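 active = viability at or below a set limit, 4 SD under the median of all tested compounds, cut at about 3.7% in these data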;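 note: PTEN knockout HCT116 line with beta catenin targeted HCT116 as companion control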
# Phagocytosis inh: inhibitors of macrophage phagocytosis; inhibition, % at 5 µM; J774A.1 macrophage IgG-bead phagocytosis, imaging; AID 1029; 0.07% of 110,000 active;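 active = inhibition above the mean of the plate negative controls plus 5 SD, cut at about 13% in these data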;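 note: phagocytic index as fraction of beads internalized from green versus red external bead signal; plate controls were DMSO negative control for no effect and cytochalasin-D positive control for full effect; some results beyond the cut were filed as inactive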
# NPY-Y2 antag: antagonists of human neuropeptide Y receptor Y2. P49146. NPY-Y2 expressing cells, antagonist mode. inhibition, % at 2.7 µM. 0.99% of 140,000 active. AID 793; in the data active = inhibition above about 17%;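 note: 0% = vehicle with agonist challenge and 100% = reference antagonist with challenge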
# Target sequence (P49146 whole entry, looked up): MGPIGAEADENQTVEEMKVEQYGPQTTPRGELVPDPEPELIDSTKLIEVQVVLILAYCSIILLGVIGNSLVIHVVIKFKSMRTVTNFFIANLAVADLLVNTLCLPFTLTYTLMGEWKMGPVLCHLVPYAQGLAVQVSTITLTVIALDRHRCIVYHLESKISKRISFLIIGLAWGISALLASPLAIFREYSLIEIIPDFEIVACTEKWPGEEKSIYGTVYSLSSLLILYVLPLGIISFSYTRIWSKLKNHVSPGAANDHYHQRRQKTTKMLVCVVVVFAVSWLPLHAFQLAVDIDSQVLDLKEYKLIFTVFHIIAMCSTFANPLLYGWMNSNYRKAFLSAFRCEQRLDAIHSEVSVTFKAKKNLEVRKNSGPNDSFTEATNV
# BB579 growth dn: chemicals that inhibit yeast BB579 growth in restrictive medium (lifespan-shortening candidates) | S. cerevisiae BB579 growth, OD615, 48 h | inhibition, % at 10 µM | AID 804 | 0.51% of 140,000 active;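 active = inhibition above a set limit, 3 SD over the mean compound inhibition, cut at about 44% in these data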; note: inactives centre near -24
#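 System: Saccharomyces cerevisiae DeaD strain BB579, replicative lifespan model yeast. Buffer or medium: restrictive glucose-based CSMM-D medium. Doses: one dose, 10 µM compound with 0.25% DMSO. Timing: 4 h preincubation and 48 h exposure at 30 °C. Detection: turbidity as optical density at 615 nm. Benchmarks: amphotericin B 10 µg/mL, positive.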
# Measles CPE: protection of cells from measles virus; Measles virus-infected cells, CPE protection, absorbance; 1.5% of 140,000 active; protection (pct of control), % at 4 µM; in the data active = protection mostly above about 24%, no sharp cut-off; inactive = mostly below about 26%; note: some compounds called inactive have numbers as strong as hits
# bCat KO growth: beta-catenin-lacking colon tumor cell growth suppression; 1.5% of 140,000 active; HCT116 beta-catenin knockout viability, CellTiter-Glo, 60 h; hits give low values; viability, % at 10 µM;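 active = viability at or under a set limit, the compound median less 4 SD, cut at about 6% in these data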;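 note: 0% = Hyamine 1622 control at 20 µM and 100% = untreated cell control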
# E-sel TNF inh: TNF alpha driven E-selectin expression inhibition. HUVEC TNFa-induced E-selectin immunofluorescence, high content. inhibition, % at 2 µM. 0.71% of 120,000 active. AID 1246;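 active = inhibition above the batch mean plus 3 SD, and confirmed as a hit on visual image review, cut at about 43% in these data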;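 note: 0% = TNF-stimulated DMSO wells and 100% = unstimulated control wells; not every result past the cut was called active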
# MRP1 act: MRP-1 activation; H69AR cells + doxorubicin, viability rescue, CellTiter-Glo; viability increase, % at 10 µM; 0.61% of 140,000 active;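 active = viability gain under doxorubicin at or above a set limit, the compound median plus 3 SD, cut at about 4.7% in these data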;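 note: MRP-1 overexpressing cells given doxorubicin 25 µM after compound pretreatment; 18-22 h compound pretreatment then 72 h with doxorubicin before readout; 0% = doxorubicin-only wells and 100% = vehicle-treated cells without doxorubicin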
# Yeast life ext: extends the lifespan of yeast | S. cerevisiae growth with nicotinamide, OD615; deaD strain in restrictive glucose medium | inhibition of the nicotinamide effect, % at 10 µM | 0.68% of 130,000 active | AID 775;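 active = inhibition above a set limit, placed 3 SD over the median of all compounds, cut at about 26% in these data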;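 note: 0% = nicotinamide-treated wells and 100% = cells grown without nicotinamide; some compounds called inactive have numbers as strong as hits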
#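 Measured by: optical density (absorbance) at 615 nm; System: modified budding yeast, DeaD strain; Medium: restrictive CSMM-D dextrose medium; Timing: 4 h preincubation then 48 h treatment at 30 °C.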
# GALR2 antag: antagonists of human galanin receptor 2 (GALR2); O43603; GALR2-expressing cells, antagonist mode; AID 828; inhibition, % at 4 µM; 0.39% of 140,000 active; in the data active = inhibition above about 27%;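 note: cells stimulated with galanin 1-16 at roughly its EC80; 0% = agonist challenge control and 100% = basal control without agonist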
# Target sequence (O43603 whole entry, looked up): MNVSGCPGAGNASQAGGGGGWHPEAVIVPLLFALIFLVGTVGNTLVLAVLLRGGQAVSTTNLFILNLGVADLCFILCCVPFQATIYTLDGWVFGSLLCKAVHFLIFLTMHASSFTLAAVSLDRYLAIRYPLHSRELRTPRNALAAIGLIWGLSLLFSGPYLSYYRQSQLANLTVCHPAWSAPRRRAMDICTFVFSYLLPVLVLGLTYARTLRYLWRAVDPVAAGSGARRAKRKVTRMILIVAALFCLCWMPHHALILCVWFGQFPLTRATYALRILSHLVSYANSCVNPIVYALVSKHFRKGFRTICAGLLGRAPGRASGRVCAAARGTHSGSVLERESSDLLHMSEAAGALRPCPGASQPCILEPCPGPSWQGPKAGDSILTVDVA
# * = called active by the depositor; x = not tested or not shown.
SMILES,PTEN del growth,Phagocytosis inh,NPY-Y2 antag,BB579 growth dn,Measles CPE,bCat KO growth,E-sel TNF inh,MRP1 act,Yeast life ext,GALR2 antag
C=CCn1c(-c2ccccc2)ccc(C#N)c1=O,60,1,9,-30,9,50,6,-4.0,-28,2
Cc1ccc2cc(CN(Cc3ccc(F)cc3)Cc3nnnn3C3CCCC3)c(=O)[nH]c2c1,71,-4,6,-28,9,84,-5,-5.5,-2,-9
CC1=CC2(C#N)C3(N=C(N)C2(C#N)C(c2ccccc2)N1)OCCO3 (stereo not given),107,0,-2,-45,4,94,16,-0.8,-4,4
CS(=O)(=O)N1CCN(c2ccccc2NC(=O)c2ccc(-c3ccc(Cl)cc3Cl)o2)CC1,69,x,3,-91,29,67,-8,-2.3,-10,-15
CCc1ccc(NC(=O)CSc2nc3c(c(=O)n(C)c(=O)n3C)n2C)cc1,86,x,1,-34,6,84,-20,-1.6,4,8
CCc1c(C)c(C#N)c2nc3ccccc3n2c1NCC1CCCO1 (stereo not given),100,-1,9,-65,24,92,7,-1.8,0,0
CCCOc1ccc(C(=O)CCN2CCCCC2)cc1,76,2,0,-20,5,79,1,-4.7,12,5
O=C(CNC(=O)c1cc2c(s1)CCC2)Nc1ccccc1Br,76,0,4,-9,14,75,30,-0.6,-14,2
COC(=O)c1c(NC(=O)CN2CCN(C(=O)c3ccco3)CC2)c2cc(C)ccc2n1C,79,-1,-1,-45,5,89,x,-5.7,-16,-8
CC(=O)c1cc2c(cc1NS(=O)(=O)c1ccccc1)OCO2,88,-1,3,-31,32,87,2,-2.3,-13,-9
Nc1ccc(C(=O)OCC(=O)NC2CCCc3ccccc32)cc1[N+](=O)[O-] (stereo not given),51,-1,4,-58,10,31,22,1.2,2,-12
COc1ccc(S(=O)(=O)Nc2cc(C)ccn2)cc1OC,92,4,-3,-20,7,90,15,-1.2,2,-7
COc1ccc(S(=O)(=O)NCC(c2cccnc2)N2CCN(c3ccc(F)cc3)CC2)cc1C (stereo not given),66,x,4,-38,22,71,-13,-2.2,-5,15
COCCSc1nnc(NC(=O)Cc2ccccc2OC)s1,86,10,1,-42,16,91,-4,-1.3,-9,-10
O=C(C1CCCN(Cc2ccccc2C(F)(F)F)C1)N1CCCCC1 (stereo not given),87,x,3,-9,9,87,6,-0.5,-7,-6
CCOc1ccccc1N1C(=O)CC(Sc2ncccc2C(=O)O)C1=O (stereo not given),101,0,0,2,28,97,25,0.3,-5,-13
CCOc1ccc(-c2cc(C(=O)O)c3ccccc3n2)c(OCC)c1,78,x,5,-41,13,74,-25,-1.1,x,-14
Cn1c(NC(=O)c2ccc(S(=O)(=O)N3CCOCC3)cc2)cc(=O)n(C)c1=O,96,3,0,-12,34,89,x,1.8,6,-6
CC(=O)c1c(C)nc(C)nc1NC(=O)C(C)C,100,3,2,-19,8,95,0,-1.5,-3,9
N/C(=N\OC(=O)c1ccccc1Cl)c1cccnc1,84,x,0,-10,36,87,-1,-4.9,x,4
O=C(Cn1nnc(-c2ccccc2)n1)NCc1ccccc1,102,-2,3,-30,3,90,-10,-3.3,-7,-5
OC(CCN1CCCC1)(c1ccccc1)C1CCCCC1 (stereo not given),88,x,3,-41,26,94,x,-2.3,5,12
CCOc1ccccc1N1CCN(c2nc(N)c(C#N)c(CC#N)c2C#N)CC1,83,5,0,9,2,91,-4,-1.2,-9,-11
COc1ccc(Nc2nnc(-c3ccccc3)c3ccccc23)cc1C(=O)N1CCCCC1,61,-7,-1,1,1,77,x,-2.5,2,-1
N#C/C(=C(/O)COC(=O)CCC1CCCCC1)c1nc2ccccc2[nH]1,16,-1,1,-45,4,17,0,-4.6,-23,8
COC(=O)c1[nH]c2ccc(F)cc2c1NC(=O)C1=COCCO1,95,0,2,-34,19,87,18,-1.0,-20,9
COc1ccc(-c2cc(OC)c3c(C)oc(C)c3c(=O)c2)cc1OC,77,0,-1,-21,7,71,51,-3.5,-6,-9
CCOCCCNC(=O)c1cccs1,101,1,3,-7,2,100,10,-2.2,-6,-3
CC(=O)OCCOc1nc(N(C)C)nc(N(C)C)n1,108,-1,1,-22,10,94,x,-1.3,3,-5
CCOC(=O)N1CCN(C(=O)c2ccc3c(SCC(=O)O)c4c(nc3c2)CCCC4)CC1,99,0,7,-10,13,86,x,0.7,-6,8
NC(=S)N/N=C/c1ccc(-c2cc(Cl)ccc2Cl)o1,81,0,8,-75,7,75,-28,-0.1,-20,2
Cc1c(Cc2ccc3c(c2)OCO3)sc(NC(=O)c2ccccc2)c1C(N)=O,76,x,12,-32,3,65,12,-2.3,-2,-4
CC(/C=N/NC(=O)Cc1cccn1C)=C\c1ccco1,72,0,-1,-32,8,65,24,-1.4,-12,-13
COC(=O)Cc1c(C)c2ccc(OCC(C)=O)c(C)c2oc1=O,91,-2,3,-12,5,96,7,-2.0,-24,-4
COc1ccc(NC(=O)COC(=O)c2c(C)noc2C)c(OC)c1,96,0,-1,-39,6,95,9,-2.4,-13,-9
COc1ccccc1N1CCN(C(=O)COc2ccc(Cl)cc2)CC1,93,-1,3,-42,17,103,-40,6.6*,-3,3
COc1ccc(OC)c(NC(=O)c2ccc3nc(-c4ccccc4)c(-c4ccccc4)nc3c2)c1,77,-7,2,-53,21,75,7,-0.5,-3,3
O=C(CNC(=O)c1ccc(F)cc1)N/N=C/c1cn[nH]c1-c1ccccc1,95,2,2,-4,6,84,x,1.7,2,-7
CC(C)C(O)(C#CCN1CCCCC1)c1ccccc1 (stereo not given),97,-1,3,-15,15,98,16,-3.3,-16,-9
Cc1ccccc1CN1CCN(CC(=O)NCCCN2CCN(c3ccc(F)cc3)CC2)C1=O,66,x,4,-27,3,74,-43,-1.1,-1,5
CCCCn1c(N2CCC(Cc3ccccc3)CC2)nc2c1c(=O)[nH]c(=O)n2C,62,-4,5,-49,9,72,x,-5.9,-8,-14
CCOC(=O)c1sc(NC(=O)c2c(OC)cccc2OC)nc1C,85,1,8,-10,8,85,5,0.1,-13,-11
O=c1cc2c(nn1Cc1ccc(Cl)cc1Cl)-c1ccccc1CC2,61,0,2,-32,23,61,x,3.5,-12,2
O=C(C(=C1NCCN1)n1cncn1)c1ccccc1,102,-2,4,-48,2,94,-31,0.0,1,7
Cc1[nH]n(-c2ccccc2)c(=O)c1C=Nc1cccc2cccnc12,5,-2,1,-35,9,3.0*,-9,-2.8,-3,6
O=C(CSc1ccccc1Cl)N1CCC(c2nc3ccccc3s2)CC1,81,0,10,-26,2,76,12,-4.0,4,-1
O=C(CNC(=O)c1cccc(Br)c1)NCCc1nc2ccccc2[nH]1,73,-1,-2,-6,4,70,0,1.0,2,-23
COc1ccc(S(=O)(=O)N(CC(=O)NC2CC2)c2ccc(C)cc2)cc1OC,85,-1,2,8,7,92,-14,-3.5,-16,0
Cc1ccc(-n2c(C)nc3ncnc(-c4ccccc4)c32)cc1,97,-1,-1,-32,3,92,x,-1.4,10,-6
COc1ccc(OC)c(/C=N/Nc2nncn2/N=C/c2cc(OC)ccc2OC)c1,31,8,6,-50,3,33,-12,-3.7,-3,-10
# Next section
SMILES,PTEN del growth,Phagocytosis inh,NPY-Y2 antag,BB579 growth dn,Measles CPE,bCat KO growth,E-sel TNF inh,MRP1 act,Yeast life ext,GALR2 antag
C=CCc1ccc(OCCCOc2ccc(C)cc2OC)c(OC)c1,84,1,4,-33,1,86,-45,-0.7,-12,0
CCCNC(=O)c1ccccc1NC(=O)c1ccc(CSc2ccccc2)cc1,83,0,3,-21,9,96,22,0.8,-7,1
C=CCSc1nc(C)c(CC=C)c(=O)[nH]1,107,-1,8,10,2,99,-25,-0.3,-7,9
O=C(NC(c1ccccc1)C(Cl)Cl)c1ccccc1 (stereo not given),74,-8,0,-13,4,77,-2,0.0,4,6
Cc1sc2nc(CN3CCN(S(=O)(=O)c4cccc5nonc45)CC3)[nH]c(=O)c2c1C,89,1,3,-44,6,94,-1,-2.5,-7,-12
CCN(CCNC(=O)C1CCCN(Cc2nc(-c3ccc(OC)cc3)oc2C)C1)c1ccccc1 (stereo not given),13,0,12,-14,5,13,-48,-3.0,-12,8
O=C(NCc1cccs1)c1ccc([N+](=O)[O-])cc1Cl,104,-3,1,-7,2,94,x,-0.8,-6,5
CCC1S/C(=N/N=C/c2ccco2)N(c2ccc(F)cc2)C1=O (stereo not given),89,-2,0,-17,4,88,-5,-1.0,3,-13
N=c1c(C(=O)NCc2ccc(F)cc2)cc2c(=O)n3ccccc3nc2n1Cc1ccco1,62,x,16,-37,9,60,-16,-3.9,8,11
Cc1cccc(OCC(=O)Nc2cccc(C(=O)NCC(C)C)c2)c1,90,-2,4,-4,31,95,x,-0.8,14,5
Cc1ccc(/C=C/C(=O)c2ccc(C)cc2)cc1,20,x,3,-24,8,23,2,-7.5,x,1
COc1ccc(OCCSc2ncnc3nc[nH]c23)cc1,88,1,-2,24,1,96,23,-3.2,-9,6
O=C(CCCn1c(SCC(=O)NCC2CCCO2)nc2ccccc2c1=O)NCC1CCCO1 (stereo not given),91,-3,0,-41,3,100,x,-1.3,10,-22
Cc1ccc(C(=O)N/N=C\c2ccc([N+](=O)[O-])s2)cn1,2.6*,-8,-1,-32,12,2.4*,1,-5.1,-4,3
CC(C)c1ccc2oc(=O)cc(CN3CCN(c4ccc(F)cc4)CC3)c2c1,65,1,3,-27,15,60,45,0.6,-6,4
CCOc1cccc(C(=O)NC(=S)NCc2cccnc2)c1,86,-7,1,-43,5,88,-2,-1.8,6,-2
CC(=O)Nc1cccc(Oc2cc(C#N)c(C#N)cc2N2CCOCC2)c1,98,1,3,-22,2,87,6,-1.4,-9,-6
Cn1c(SCc2ccccc2F)nnc1-c1cnccn1,103,0,3,-19,6,104,x,-2.6,-15,-2
O=C(COC(=O)c1cccc(Oc2ccccc2)c1)NCc1ccco1,106,x,6,-72,8,102,-23,-1.0,-10,4
Cc1ccc(Nc2nnc(SCC(=O)Nc3ncc(C(F)(F)F)cc3Cl)s2)cc1,101,-7,4,-28,4,96,1,1.0,-2,7
O=C1CCCN1C(=O)CCC(=O)N1CCCC1=O,90,0,6,9,6,109,x,-1.6,-13,5
CCOC(=O)c1c(C)[nH]c(C)c1C(=O)COC(=O)C1CCCN1S(=O)(=O)c1ccccc1F (stereo not given),98,-1,1,-33,10,98,21,-0.4,-1,4
Cc1onc(-c2ccccc2Cl)c1C(=O)Nc1cccc(-c2nc3ncccn3c2C)c1,99,1,-1,-16,2,100,x,1.4,2,0
CCc1ccc(N2C(=O)CC(NNc3nc4ccccc4s3)C2=O)cc1 (stereo not given),81,-1,1,-9,12,92,x,-0.5,-5,7
